# High-throughput results from PubChem.
# Tn7 DDE FP: disrupts Tn7 cyclic peptide binding to fibrin D-Dimer-E complex; P02675; FP displacement of FITC-Tn7 peptide from fibrin DD(E); 0% = median of compound wells per plate; inhibition, % at 8.3 µM; actives 0.13% (n = 370,000); AID 720508;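 active means inhibition above the mean of compounds falling within the control limits plus 3 SD of them, cut at about 14% in these data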;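 further: 0% = plate median of compound wells and 100% = 10 µM Aha-Tn7 peptide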
# Target sequence (P02675 whole entry, looked up): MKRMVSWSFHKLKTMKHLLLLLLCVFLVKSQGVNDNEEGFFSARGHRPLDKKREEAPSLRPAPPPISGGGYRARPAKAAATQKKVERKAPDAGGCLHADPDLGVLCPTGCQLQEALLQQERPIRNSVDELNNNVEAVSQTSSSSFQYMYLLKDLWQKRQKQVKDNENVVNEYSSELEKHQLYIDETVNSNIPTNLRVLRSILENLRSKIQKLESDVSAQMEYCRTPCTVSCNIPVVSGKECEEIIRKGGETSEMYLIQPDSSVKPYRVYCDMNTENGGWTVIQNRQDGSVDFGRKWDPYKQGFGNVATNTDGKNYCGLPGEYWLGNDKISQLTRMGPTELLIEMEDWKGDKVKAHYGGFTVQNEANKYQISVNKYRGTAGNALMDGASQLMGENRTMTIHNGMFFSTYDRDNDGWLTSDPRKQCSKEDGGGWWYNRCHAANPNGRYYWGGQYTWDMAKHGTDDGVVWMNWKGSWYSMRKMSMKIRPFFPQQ
#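 Assay system: human fibrin DD(E). Input: DD(E) 2 µM final. Medium: Tris buffer with calcium and detergent, pH 7.8. Compound dosing: single point at 8.3 µM. Timing: 10 min plus 3 h, room temperature. Technique: fluorescence polarization of the labelled Tn7 tracer. Read-out: percent inhibition. Replicates: singlicate testing.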
# KLK7 zymogen act: activators of human kallikrein-7 zymogen | AID 652039 | actives 0.9% (n = 370,000) | purified proKLK7, EDANS-DABCYL substrate fluorescence; 100% is mature enzyme control, 0% vehicle | P49862 | activation, % at 7 µM;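 active means activation above the mean of all tested compounds plus 3 SD, computed per campaign excluding outliers beyond control limits, cut at about 13% in these data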
# Target sequence (P49862 whole entry, looked up): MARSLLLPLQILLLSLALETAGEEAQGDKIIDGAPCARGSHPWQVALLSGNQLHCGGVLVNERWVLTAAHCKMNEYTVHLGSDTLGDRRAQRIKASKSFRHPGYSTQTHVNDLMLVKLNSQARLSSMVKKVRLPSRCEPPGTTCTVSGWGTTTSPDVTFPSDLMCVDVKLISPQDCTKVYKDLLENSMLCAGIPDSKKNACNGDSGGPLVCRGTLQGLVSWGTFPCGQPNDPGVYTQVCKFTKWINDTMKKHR
# ARFGAP1 inhibitor: inhibits rat ARF GTPase activating protein 1. inhibition, % at 16.5 µM. Arfgap1-stimulated ARF1 GTP hydrolysis, GDP FP detection. Q62848. actives 0.26% (n = 360,000). AID 651572;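 active means inhibition above a per-plate limit, mean inhibition of low control wells plus 3 SD, cut at about 25% in these data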;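 further: 0% = DMSO wells with enzyme and 100% = wells lacking Arfgap1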
# Target sequence (Q62848 1-136 limits assumed): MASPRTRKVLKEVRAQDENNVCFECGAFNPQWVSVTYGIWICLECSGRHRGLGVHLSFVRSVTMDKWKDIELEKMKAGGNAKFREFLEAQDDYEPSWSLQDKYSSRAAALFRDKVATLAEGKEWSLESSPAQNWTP
#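 Replicates: Single well per compound | Assay system: Truncated rat Arfgap1 GAP domain | Control set: No-Arfgap1 wells (100%) versus DMSO full-reaction wells (0%) | Times: Enzyme reaction 120 min at 25 °C after 20 min preincubation | Reagent: Human ARF1(Δ1-17)-GTP substrate | Measured by: Tracer-displacement fluorescence polarization with EDTA stop, 620/688 nm | Measure: Percent inhibition of Arfgap1-stimulated GTP hydrolysis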
# NR1D1 modulator: modulators of human Rev-erb alpha DNA binding. Rev-erbα–FITC-DNA binding, fluorescence polarization, 90 min. actives 0.79% (n = 370,000). activity, % at 10 µM. P20393;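 active means activity above about 14%, limit read from the data; passing the limit was not always enough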;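 further: 0% = DMSO wells with 35 nM protein and 100% = DMSO wells with 750 nM protein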
# UHRF1 MBD2 ctr: blocks human UHRF1 binding to methylated DNA; Q96T88; UHRF1 binding to methylated oligo, TR-FRET; inhibition, % at 4.4 µM; actives 0.75% (n = 370,000); in the data active means inhibition above about 21%;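 further: UHRF1 SRA domain binding a hemimethylated CpG hairpin DNA probe; 0% = median of test compound wells and 100% = reference inhibitor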
# PLC-gamma1 inh: PLC-gamma1 (human) inhibition, primary screen; inhibition, % at 12.2 µM; P19174; actives 0.84% (n = 370,000); purified PLC-gamma1, fluorogenic substrate, fluorescence; in the data active means inhibition above about 9.5%
# PLC-beta3 inh: blocks human PLC-beta3 enzyme activity | AID 720704 | Purified PLC-beta3, fluorogenic substrate, fluorescence | inhibition, % at 12.2 µM | actives 0.18% (n = 370,000); in the data active means inhibition above about 11%;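 further: 0% = median of compound wells on plate and 100% = full blocker control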
# Tn6 DDE FP: DD(E)-Tn6 binding inhibition, primary FP screen; P02675; actives 0.21% (n = 370,000); inhibition, % at 8.3 µM; Fibrin DD(E) TRITC-Tn6 fluorescence polarization displacement;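 active means inhibition above a per-campaign cutoff: mean of compounds within control limits plus 3 SD, cut at about 15% in these data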;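 further: 0% = median of all compound wells on the plate and 100% = blocking peptide control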
# ASAP1 inh: blocks human ASAP1-stimulated Arf1 GTP hydrolysis; GDP FP detection; Q9ULH1; inhibition, % at 16.5 µM; actives 0.19% (n = 360,000); AID 624377; in the data active means inhibition above about 25%;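 further: 0% = vehicle with enzyme and substrate and 100% = no enzyme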
# sPLA2-III inh: Blocks human group III sPLA2 activity; Q9NZ20; QFRET BODIPY PC-A2 liposome hydrolysis, fluorescence; inhibition, % at 12.2 µM; actives 0.56% (n = 370,000); AID 743126;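 active means inhibition above mean plus 3 SD of compounds lying within the high and low control bounds, cut at about 19% in these data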;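 further: 0% = median of test compound wells and 100% = no enzyme DMSO wells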
# * hit, by the source's call; i = inactive; . = not tested or not shown; & = joins results of further samples.
UHRF1 MBD2 ctr	ASAP1 inh	ARFGAP1 inhibitor	KLK7 zymogen act	NR1D1 modulator	sPLA2-III inh	Tn6 DDE FP	Tn7 DDE FP	PLC-gamma1 inh	PLC-beta3 inh	molecule
-1	14	4	-0.6	-3	1	-4	0	2	2	Cc1ccc(NC(=O)c2ncn(CC(=O)N3CCN(c4ccccn4)CC3)n2)cc1C
3	9	9	0.2	-7	3	4	-11	7	-6	CCn1c(SCC(=O)N2CCCC2)nc2c(c1=O)SCC2
-1	-2	-14	-0.1	3	-13	-1	-2	-1	3	O=C(CSc1nc2[nH]ncc2c(=O)n1-c1ccccc1Br)NCc1ccccc1Cl
-1	0	-11	-0.1	2	11	4	0	-6	-2	COCCNC(=S)N/N=C(\C)c1ccccc1OC
2	-4	12	-0.2	1	1	-9	0	1	-2	Cc1nnc(NC(=O)CSc2ncnc3c2cnn3-c2ccccc2C)s1
1	3	-9	0.0	2	-5	-4	-3	2	-2	CN(CC12CC3CC(CC(C3)C1)C2)C(=O)c1ccco1
-3	0	3	0.1	-1	0	4	0	-1	-3	CC(=O)OC[C@]1(OC(C)=O)C[C@@]23CC[C@H]4[C@@](C)(CCC[C@@]4(C)C(=O)O)[C@@H]2CC[C@@H]1C3
1	8	-3	-0.4	2	-1	-1	4	-2	-3	CCn1c(Oc2ccccc2C)nc2c1c(=O)n(C)c(=O)n2C
-1	-1	1	-0.6	4	-1	3	-1	2	1	Cc1ccc(C(=O)NCc2cccnc2)cc1S(=O)(=O)Nc1ccccc1
0	12	1	1.0	0	6	3	5	-24	-21	O=C(O)Cn1c(=O)cnc2ccccc21
1	13	14	-0.7	-3	9	5	0	2	1	O=C(NCCCn1ccnc1)c1cn(Cc2ccc(F)cc2)nn1
-2	-9	3	-2.1	-1	-1	2	3	-13	-23	COc1ccc(C(CNC(=O)CNC(=O)c2ccccc2Cl)N2CCCC2)cc1 (stereo not drawn)
-1	.	.	-2.3	4	2	1	2	-62	-75	Fc1ccc(Cn2ccc3ccc(-c4ccc5ccn(Cc6ccc(F)cc6)c5c4)cc32)cc1
1	-3	9	-0.3	-6	0	9	-5	8	0	CCn1c(=O)n(CC)c2cc(NC(=O)c3ccccc3Cl)ccc21
10	-16	-17	-0.1	1	6	5	7	0	2	O=C(CCN1C(=O)c2ccccc2C1=O)N(CCO)Cc1ccccc1
1	-4	-5	0.2	3	8	1	10	0	-8	CN(C(=O)Cn1cnc2sccc2c1=O)C1CCCCC1
-3	-3	2	-0.2	-5	-15	-4	-5	-13	-13	COc1ccc(S(=O)(=O)Nc2cc(C)cc(C)n2)c2ccccc12
2	-5	2	0.7	-2	2	-2	5	3	8	COC(=O)Cc1ccc(NC(=S)NN2CCOCC2)cc1
1	-7	-4	0.1	5	3	-4	0	5	5	Cc1ccc(S(=O)(=O)CCC(=O)OCc2nnc(-c3ccc([N+](=O)[O-])cc3)o2)cc1
-1	21	-9	-0.7	1	7	-9	-2	-1	-4	c1ccc2c(c1)nnn2-c1ccncc1
15	11	1	-0.1	-3	0	-8	2	-1	0	Cc1ccc(C(=O)NCC(=O)NCC(=O)OCC(=O)c2cccs2)cc1
0	-13	3	-0.4	-3	-3	-6	4	-1	-6	CCN(C(=O)Cc1c(C(=O)O)n(C)c2ccccc12)c1ccc(F)cc1
1	4	-8	-0.1	-4	2	-1	2	-4	-3	COc1cccc(-c2ccc3c(c2)S(=O)(=O)c2cccc(C(=O)O)c2C3=O)c1OC
3	-3	22	0.9	-3	-30	-5	-3	-1	-7	O=C(C[n+]1cn(C(F)F)c2ccccc21)c1ccc(OC(F)F)cc1
0	2	11	0.2	13	7	4	-5	2	1	CCCn1c(N)c(C(=O)CN(C)CC(=O)Nc2ccccc2C(F)(F)F)c(=O)[nH]c1=O
7	-4	1	-0.3	3	-17	-4	-8	-9	-17	Cc1cc(NC(=O)CCc2ccc(-c3ccccc3)o2)no1
-2	-11	2	0.1	1	5	8	1	0	2	Cc1ccc(S(=O)(=O)O)c(C)c1N1CCCC1=O
5	2	18	-0.2	2	9	0	3	1	3	O=C(NCCN1CCCCC1)c1c(O)c2ccccc2[nH]c1=O
2	-11	0	0.4	1	5	-1	2	-3	-6	Cc1ccc(-c2noc(COc3ccccc3C)n2)cc1
3	-1	10	0.0	3	14	-4	3	3	-9	Cc1cccc(/C=N/n2c(C)nc3ccccc3c2=O)c1
-1	-17	2	0.1	-2	-48	3	4	0	-2	COC(=O)[C@]1(Cc2ccccc2)NC=C(C(=O)c2ccccc2)[C@@H]1c1cccc(OC)c1
-18	-9	-17	0.2	17*	4	-4	-1	2	3	Cc1ccc(N=Nc2c(=O)[nH]n3c(C)cc(C)nc23)cc1
1&-1	2&11	-5&4	0.4&0.1	0&7	7&9	5&3	6&4	-101&-17	-115&-21	CCCCCCSc1cc(-c2nc3ccc(Cl)cn3c2NCCCC)ccc1OC
2	5	-3	-1.9	1	5	4	-9	-50	-51	COc1cc(/C=N/NC(=O)c2ccccn2)cc2c1OCO2
3	8	19	0.3	-1	1	-3	-5	-2	2	NC(=O)C1=C[C@@H](c2coc3ccccc3c2=O)C[C@@H](OCc2ccc(CO)cc2)O1
1	-8	-4	0.3	3	6	0	0	2	2	CC(=O)C[C@H]1SC[C@@H](C(C)C)N1S(=O)(=O)c1ccc(C)cc1
0	1	0	0.5	3	0	-8	-1	-2	2	CC(C)n1c(NCc2cccs2)nc2ccccc21
-2	7	-13	0.6	-1	-3	-2	-2	2	2	O=C(NC1CC1)c1ccc(NC(=O)C2CCCC2)cc1
1	2	11	0.2	1	-38	-1	-7	4	0	Cc1cc(C)nc(NC(=NCCc2c[nH]c3ccccc23)NC(=O)c2ccco2)n1
3	6	13	-1.3	-6	11	-6	5	1	1	N/C(Cn1cncn1)=N\OC(=O)c1ccc(Cl)cc1Cl
1	-10	-8	0.4	-2	-27	0	-11	4	2	C/C=C/c1ccc(OCC(=O)Nc2ccncc2)c(OC)c1
0	1	11	-0.3	-4	9	0	-4	3	-6	OC(c1cc(-c2ccc(Cl)cc2)nc2ccccc12)C1CCCCN1 (stereo not drawn)
-2	0	-4	0.1	6	-33	-2	4	4	5	CCOC(=O)c1c(C)[nH]c(C(=O)CN2C(=O)NC(CC)(c3ccccc3)C2=O)c1C (stereo not drawn)
-4	4	5	-0.7	3	-14	1	-1	-12	-28	C=CCN(C(=O)Cc1cccs1)c1nc(-c2ccc(S(C)(=O)=O)cc2)cs1
-3	1	2	0.2	-7	1	4	4	0	1	COc1cc(NC(=O)C(C)C)ccc1NC(=O)c1ccco1
0	11	-3	0.0	-4	2	-5	-10	3	3	CC(=O)SC1CC(=O)C=C2CCC3C4CCC(=O)OC4(C)CCC3C21C (stereo not drawn)
1	-3	-16	0.1	-4	5	-3	1	-3	-3	CC1CCN(C(NC(=O)c2ccco2)C(=O)c2ccccc2)CC1 (stereo not drawn)
6	-5	-8	0.6	1	8	3	1	1	-2	CCOC(=O)C(=O)Nc1ccc(S(=O)(=O)Nc2nccc(C)n2)cc1
18	-9	2	0.2	-8	5	5	6	-6	-5	CCCCNc1ccc2c(c1)OC[C@@H](C)NS2(=O)=O
-2	-12	3	0.5	4	6	1	-7	5	5	O=C(NCCNC(=O)c1ccco1)c1cccc(F)c1

# The list continues:
UHRF1 MBD2 ctr	ASAP1 inh	ARFGAP1 inhibitor	KLK7 zymogen act	NR1D1 modulator	sPLA2-III inh	Tn6 DDE FP	Tn7 DDE FP	PLC-gamma1 inh	PLC-beta3 inh	molecule
3	15	3	0.3	-3	-1	2	-3	-1	0	COC(=O)C1C2C=CC3(CN(Cc4ccco4)C(=O)C13)O2 (stereo not drawn)
0	-5	-1	0.9	1	-3	-3	-9	-1	-1	Cc1ccc(C(=O)Nc2cccc(NC(=O)c3cccnc3)c2)cc1
-2	10	-2	0.5	6	13	-3	4	2	-2	Cc1ccc(NC(=S)N(C)Cc2cn(C)c3ccccc23)cc1
-2	.	.	.	3	-2	1	-2	0	4	C[C@H]1[C@H](NC(=O)c2ccc(Cl)c(C(F)(F)F)c2)CC[C@@]23CCCN2C(=O)CCC[C@@H]13
0	-7	1	-0.7	-6	-10	-6	-1	2	-4	O=[N+]([O-])c1ccc(OCc2cnc(Cl)s2)c([N+](=O)[O-])c1
-6	-5	-10	43*	-2	7	-3	2	i	i	COCCn1c(-c2ccco2)nc2nc3ccccc3nc21
0	1	10	-0.1	13	-30	-10	0	8	-1	O=C(Nc1ccc(S(=O)(=O)N2CCCCCC2)cc1)c1c(F)cccc1F
0	4	-4	0.4	2	-4	2	-3	1	-1	Cc1cccc(N(Cc2ccccc2)C(=O)c2ccccc2F)c1
-2	-6	9	-0.4	33*	-6	1	4	-2	-2	Cc1ccc(C)c(N2CCN(S(=O)(=O)c3ccc(-c4ccc(=O)[nH]n4)o3)CC2)c1
3	-8	-5	-0.5	4	6	-2	2	5	2	CCO[C@H]1OC(C(=O)N2CCN(C)CC2)=C[C@@H](c2ccc(Br)cc2)[C@@H]1CCCO
1	11	4	-0.1	2	1	-5	-1	0	1	CCOC(=O)c1c(-c2ccc(OC)cc2)csc1NC(=O)COc1ccc2c(C)cc(=O)oc2c1
2	-3	0	-0.3	-2	6	-2	4	1	0	CN(C)C(=S)NC(=O)C(c1ccccc1)c1ccccc1
-4	1	-6	0.5	7	-11	2	1	1	7	COc1ccc(CCN2C(=O)CC(NNC(=O)c3ccc(F)cc3)C2=O)cc1OC (stereo not drawn)
-3	-5	12	0.2	-6	6	-1	-6	1	1	CCOc1cc(N2CCOCC2)c(OCC)cc1NC(=O)C1CC(=O)N(c2ccccc2OCC)C1 (stereo not drawn)
2	5	-1	0.5	-2	5	-6	9	0	0	CC1CCCCC1NC(=O)CCNS(=O)(=O)c1ccc(Cl)cc1 (stereo not drawn)
